Assay outcomes from PubChem.
CXCR6 block: CXCR6 receptor inhibitors, primary screen, cell-based, beta-arrestin, luminescence, CHO-K1 PathHunter, 1536-well | AID 602244, 2012 | 360,000 tested, 0.36% active | inhibition, % at 20 µM; in the data active = inhibition above about 34%, passing the limit was not always enough;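 also: antagonist mode with CXCL16 agonist at 10 nM final; 0% = 10 nM CXCL16 with DMSO and 100% = unstimulated wells without agonist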
Mdm2-MdmX inh: inhibitors of human Mdm2-MdmX association, primary screen, cell-based, luminescence, split luciferase, SaOS-2, uHTS. SaOS-2 split-luciferase Mdm2/MdmX complementation. 330,000 tested, 3% active. inhibition, % at 8 µM;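 active = inhibition of at least 50% at 8 µM in the primary screen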
Target sequence (O15151 whole entry, looked up): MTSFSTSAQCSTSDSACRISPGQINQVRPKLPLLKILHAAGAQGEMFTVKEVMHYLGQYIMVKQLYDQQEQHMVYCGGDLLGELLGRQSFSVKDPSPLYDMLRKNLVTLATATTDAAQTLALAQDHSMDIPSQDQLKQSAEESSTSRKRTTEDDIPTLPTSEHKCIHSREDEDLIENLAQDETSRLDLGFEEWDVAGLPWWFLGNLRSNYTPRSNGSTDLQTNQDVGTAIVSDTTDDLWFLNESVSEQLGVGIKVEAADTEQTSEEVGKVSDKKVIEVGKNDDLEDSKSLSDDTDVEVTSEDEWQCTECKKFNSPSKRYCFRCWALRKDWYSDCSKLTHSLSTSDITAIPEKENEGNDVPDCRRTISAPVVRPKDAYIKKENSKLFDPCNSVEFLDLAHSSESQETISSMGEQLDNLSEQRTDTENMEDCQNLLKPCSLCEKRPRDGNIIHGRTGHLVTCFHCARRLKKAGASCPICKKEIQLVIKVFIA
Target sequence (Q00987 whole entry, looked up): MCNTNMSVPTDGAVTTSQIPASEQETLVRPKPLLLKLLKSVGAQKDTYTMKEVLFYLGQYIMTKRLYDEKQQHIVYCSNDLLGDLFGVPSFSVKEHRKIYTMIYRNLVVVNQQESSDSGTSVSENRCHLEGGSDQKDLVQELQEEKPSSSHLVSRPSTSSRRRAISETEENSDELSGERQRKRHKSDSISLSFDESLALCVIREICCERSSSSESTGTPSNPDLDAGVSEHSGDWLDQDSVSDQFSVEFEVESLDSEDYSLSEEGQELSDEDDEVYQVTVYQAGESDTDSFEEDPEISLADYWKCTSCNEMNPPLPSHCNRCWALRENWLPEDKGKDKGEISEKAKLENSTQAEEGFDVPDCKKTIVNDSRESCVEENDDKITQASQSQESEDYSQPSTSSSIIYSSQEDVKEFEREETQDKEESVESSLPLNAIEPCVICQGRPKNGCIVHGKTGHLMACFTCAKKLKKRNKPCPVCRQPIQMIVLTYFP
EBI2 block: EBI2 receptor antagonists, beta-arrestin recruitment, primary screen, cell-based, luminescence, 7a,25-OHC stimulation, uHTS; 7a,25-OHC stimulated; G-protein coupled receptor 183 (Homo sapiens), P32249; 360,000 tested, 0.81% active; AID 651636, 2012; inhibition, % at 5 µM; in the data active = inhibition above about 38%;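 also: enzyme fragment complementation signal reports receptor beta-arrestin coupling in cells; 0% = agonist plus DMSO wells and 100% = wells without agonist; some results beyond the cut were filed as inactive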
tim23-1 inh: growth inhibitors of tim23-1 mutant yeast, primary screen, luminescence, uHTS; S. cerevisiae tim23-1 growth, BacTiter-Glo luminescence, 24 h; inhibition, % at 20 µM; 330,000 tested, 1.3% active; AID 463212, 2010;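 active = growth inhibition of the mutant yeast at or above 50%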;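 also: temperature-sensitive mutant grown at 25 °C; plate controls were DMSO-treated mutant yeast for no effect and medium wells lacking yeast for full effect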
CCR6 antagonist: CCR6 receptor antagonists, primary screen, cell-based, CHO-K1, luminescence, beta-arrestin, uHTS. C-C chemokine receptor type 6 (Homo sapiens), P51684. CHO-K1 CCR6 PathHunter beta-arrestin, CCL20-stimulated. inhibition, % at 20 µM. 340,000 tested, 0.49% active. AID 493098, 2011;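 active = compounds whose inhibition of the agonist-driven luminescence signal at 20 µM reaches about 50%, limit read from the data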;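 also: cells stimulated with CCL20 at 14 nM final; plate controls were DMSO with CCL20 for no effect and DMSO without agonist for full effect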
CHOP UPR activ: activators of apoptotic CHOP UPR arm, primary screen, cell-based, CHO-CHOP luciferase reporter, luminescence, uHTS | UPR activation; percent of tunicamycin response over DMSO baseline | activation, % at 10 µM | 330,000 tested, 0.34% active | AID 449763, 2010;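 active = at 10 µM dose, activation of 40% or more, normalized to positive control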;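 also: 100% = tunicamycin at 10 µg/mL and 0% = DMSO alone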
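System: CHO-CHOP luciferase reporter cell line | Buffer or medium: F12 medium containing 10% fetal bovine serum | Doses: One dose, 10 µM in 0.5% DMSO | Times: 6 h compound exposure at 37 °C after overnight seeding | Signal: Luciferase luminescence | Read-out: % activation vs tunicamycin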
UPR XBP1 act: activators of adaptive XBP1 UPR arm, primary screen, cell-based, CHO-XBP1 luciferase reporter, luminescence, uHTS; IRE1-XBP1 UPR activation; percent of tunicamycin response, DMSO as zero; activation, % at 20 µM; 330,000 tested, 0.33% active;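 active = versus positive control, 20 µM dose yields 30% or more activation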;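 also: 100% = tunicamycin at 10 µg/mL and 0% = DMSO only wells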
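Assay system: IRE1-XBP1 luciferase reporter CHO line. Input: 1000 cells/well. Buffer or medium: F12 with 10% serum. Doses: 20 µM, 1% DMSO. Times: overnight seeding at 37 °C, 6 h compound treatment at 37 °C. Technique: Steady-Glo luciferase glow luminescence, 10 min after reagent addition.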
APJ antagonist: antagonists of human apelin receptor APJ, primary screen, CHO-K1 cells, beta-arrestin complementation, luminescence | P35414 | inhibition, % at 20 µM | 330,000 tested, 0.32% active;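 active = inhibition above about 40% at 20 µM, limit read from the data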;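 also: cells challenged with 10 nM apelin-13 agonist together with compound; plate controls were apelin-13 plus DMSO wells for no effect and DMSO wells lacking apelin-13 for full effect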
APJ agonist: agonists of human apelin receptor APJ, primary screen, CHO-K1 cells, PathHunter beta-arrestin, luminescence; AID 2520, 2010; activation, % at 20 µM; 0% DMSO wells, 100% apelin; 330,000 tested, 0.11% active;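 active = activation more than six SD over the plate average, tested at 20 µM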;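 also: 0% = DMSO alone and 100% = apelin-13 at 10 nM; some results filed as inactive read as strong as hits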
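assay system = CHO-K1 APJ beta-arrestin complementation cell line | input = cell density 1000 per well | dosing = compound 20 µM once, DMSO 1% | timing = compound 90 min 25 °C, reagent 1 h | measured by = luminescence from split beta-galactosidase complementation, Galacton Star/Emerald II substrate | read-out basis = APJ agonist activity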
* marks the source's active call; other numbers are inactive results; · = not tested or not shown.

1. FC(F)(F)c1ccccc1C1=CC(c2ccccc2)n2ncnc2N1 (stereo unspecified)
2. COC(=O)c1ccccc1OCC(=O)N1CCN(c2ccc(OC)cc2)CC1
3. O=C(NC1CCc2ccccc21)c1cc(COc2c(F)cccc2F)on1 (stereo unspecified)
4. CSc1ccccc1NC(=O)CN(C)C(=O)Cc1c(F)cccc1Cl
5. COc1ccc(NC(=O)CCC(=O)c2ccc(C(C)C)cc2)cc1
6. COc1cccc(C(=O)OCC(=O)Nc2ccc(N3CCOCC3)cc2)c1
7. Cc1ccc(C)c(C(=O)C(C)OC(=O)CN2C(=O)NC3(CC(C)CC(C)(C)C3)C2=O)c1 (stereo unspecified)
8. CCn1c(SCC(=O)c2[nH]c(C)c(C(C)=O)c2C)nnc1-c1ccccc1

assay / compound	1	2	3	4	5	6	7	8
EBI2 block	-5	-8	2	-1	-13	4	-6	12
CHOP UPR activ	-0.5	-1.8	0.7	-1.3	-0.9	-0.2	0.6	-2.8
Mdm2-MdmX inh	23	24	-10	10	12	16	9	25
APJ agonist	-5	-5	-7	-3	-2	-2	1	-1
APJ antagonist	0	18	-19	4	5	-11	3	4
CXCR6 block	-3	2	-2	-2	-15	5	9	-6
UPR XBP1 act	0	2	0	-3	-1	-1	0	-3
tim23-1 inh	24	3	-2	16	18	3	10	16
CCR6 antagonist	5	7	9	7	13	1	14	-19

9. C#CCNCCS(=O)(=O)N(Cc1ccc(Br)cc1)[C@@H](C)C(=O)O
10. O=C(CN(C(=O)CNC(=O)c1cccs1)c1cccc(F)c1)NC1CCCCC1
11. N#Cc1ccc(OCC(=O)Nc2ccccc2NS(=O)(=O)c2cccs2)cc1
12. Cc1cc(C)c2c(C(C)(C)C)nn(-c3ccccc3)c2n1
13. CCOC(=O)c1[nH]c(C)c(C(=O)OCC(=O)NCc2ccc(OC)cc2)c1C
14. Cc1cccc(NC(=O)C2CCCN(S(=O)(=O)c3cccs3)C2)c1C (stereo unspecified)
15. O=C(COC(=O)c1cccnc1Nc1cccc(C(F)(F)F)c1)NCCN1C(=O)CSC1=O
16. COCC(=O)Nc1ccc2c(c1)OCO2

assay / compound	9	10	11	12	13	14	15	16
EBI2 block	-1	-4	6	7	0	-6	-5	9
CHOP UPR activ	1.2	2.7	-0.9	-0.7	2.0	1.0	-2.5	0.4
Mdm2-MdmX inh	9	8	0	4	0	-11	2	14
APJ agonist	·	-4	0	-3	-1	1	2	-1
APJ antagonist	·	16	13	-2	-3	-20	7	-14
CXCR6 block	2	5	-1	-11	2	-2	2	-3
UPR XBP1 act	1	0	4	1	2	-3	-1	0
tim23-1 inh	19	14	0	27	3	3	14	2
CCR6 antagonist	13	2	11	17	10	11	11	7

17. O=C(CSCc1ccc(Br)cc1)NCCc1ccccc1
18. CCCCC1(C)OC(=O)C(=Cc2ccc(N(C)C)cc2)C(=O)O1 (stereo unspecified)
19. CCc1ccc(Nc2nnc(SCn3nnc4ccccc4c3=O)s2)cc1
20. Cc1ccc(N(CC(=O)NC(C)(C)C)C(=O)CNC(=O)c2cccs2)cc1C
21. COc1cc(/C=N/Nc2nc3ccccc3s2)ccc1O
22. Nc1nnn(-c2ccccc2)c1-c1ccccc1
23. Cc1c(C(=O)OCC(C)C)[nH]c2c1C(=O)CC(c1cccs1)C2 (stereo unspecified)
24. Cc1cccc(NS(=O)(=O)c2c(C)nc3scc(C)n3c2=O)c1

assay / compound	17	18	19	20	21	22	23	24
EBI2 block	1	-6	23	-5	15	2	5	-6
CHOP UPR activ	-1.0	1.3	0.8	0.8	8.1	1.2	0.1	1.9
Mdm2-MdmX inh	4	0	-10	0	-110	-27	47	14
APJ agonist	1	4	0	-1	8	-6	4	1
APJ antagonist	13	-7	6	6	-35	-23	4	-37
CXCR6 block	11	1	13	1	-5	0	-3	-6
UPR XBP1 act	-3	-2	-1	1	7	1	10	-6
tim23-1 inh	40	27	6	-4	52*	21	7	40
CCR6 antagonist	-1	2	-4	17	-6	2	19	22

25. COc1ccccc1-c1oc2ccccc2c1C#CCO
26. CCn1c(C)nc2cc(C(=O)NNC(=S)Nc3ccccc3OC)ccc21
27. CCn1c2ccccc2c2cc(NC(=O)C(C)C)ccc21
28. COC(=O)[C@@H]1[C@@H](C#N)C2(c3ccccc3-c3ccccc32)N(c2ccc(Cl)cc2)N1C#N
29. CCc1nn(CC(=O)N2CCN(c3ccc(OC)cc3)CC2)c(=O)c2cc3occc3n12
30. CN(C(=O)c1ccc(NC(=O)Cc2ccc(NC(=O)C3CCCN(C(=O)C4CCCCC4)C3)cc2)cc1)C1CC1 (stereo unspecified)
31. COc1ccc(CN(C)C(=O)c2ccc(NC(=O)CC3SC(N4CCCC4)=NC3=O)cc2)c(OC)c1OC (stereo unspecified)
32. C=CCOc1c(Br)cc(CNc2ccc3[nH]c(=O)[nH]c3c2)cc1OCC

assay / compound	25	26	27	28	29	30	31	32
EBI2 block	-1	·	9	17	3	-7	-4	-21
CHOP UPR activ	-0.7	4.3	-1.6	92*	4.1	0.7	-1.4	28
Mdm2-MdmX inh	-4	-25	22	60*	16	-9	12	-22
APJ agonist	-4	-6	-4	1	-4	-3	2	1
APJ antagonist	-10	18	9	7	21	1	0	-20
CXCR6 block	4	·	-16	52*	-2	-2	2	-8
UPR XBP1 act	-1	1	1	4	1	0	0	-4
tim23-1 inh	7	3	8	58*	9	-2	-3	-4
CCR6 antagonist	-2	17	2	47	3	-4	10	-9

33. O=C(NCCC(=O)N1CCN(c2ccccc2O)CC1)c1ccc(Cl)cc1
34. COc1ccc(-c2csc(N3CCOCC3)n2)cc1OC
35. C=C(C)Cn1c(SCCN2CCOCC2)nc2c1c(=O)[nH]c(=O)n2C
36. CC(=O)Nc1ccc(NC(=O)C(F)(F)F)cc1
37. CC(=O)Nc1nc(CCC(C)C)cc2c1c(=O)oc1ccccc12
38. COc1ccc(Cn2c(-c3ccco3)nc3oc4ccccc4c(=O)c3c2=O)cc1
39. CNC(=O)CSc1nnc(C2CC2)n1-c1ccccc1
40. COc1ccc(OCc2cc(C(=O)N3CCCC(OC)C3)no2)c2ccccc12 (stereo unspecified)

assay / compound	33	34	35	36	37	38	39	40
EBI2 block	7	-1	-10	-2	-11	-4	-6	4
CHOP UPR activ	-0.4	6.8	-3.1	0.2	1.2	5.3	-1.0	4.3
Mdm2-MdmX inh	20	-26	0	11	8	-14	-7	-42
APJ agonist	6	-2	-5	-4	-3	1	1	12
APJ antagonist	5	14	9	-1	11	18	-12	-48
CXCR6 block	4	-1	11	-5	7	1	-2	-9
UPR XBP1 act	-4	5	0	3	-3	4	-3	3
tim23-1 inh	-6	17	9	-4	-27	6	3	22
CCR6 antagonist	2	17	6	-16	-18	6	0	6

Of the compounds above, 4 contain two or more sulfur atoms:
11. N#Cc1ccc(OCC(=O)Nc2ccccc2NS(=O)(=O)c2cccs2)cc1
14. Cc1cccc(NC(=O)C2CCCN(S(=O)(=O)c3cccs3)C2)c1C (stereo unspecified)
19. CCc1ccc(Nc2nnc(SCn3nnc4ccccc4c3=O)s2)cc1
24. Cc1cccc(NS(=O)(=O)c2c(C)nc3scc(C)n3c2=O)c1

assay / compound	11	14	19	24
EBI2 block	6	-6	23	-6
CHOP UPR activ	-0.9	1.0	0.8	1.9
Mdm2-MdmX inh	0	-11	-10	14
APJ agonist	0	1	0	1
APJ antagonist	13	-20	6	-37
CXCR6 block	-1	-2	13	-6
UPR XBP1 act	4	-3	-1	-6
tim23-1 inh	0	3	6	40
CCR6 antagonist	11	11	-4	22

(listing goes on)
41. O=C(Nc1ccc(S(=O)(=O)NCCc2ccccc2)cc1)c1ccncc1
42. COc1ccc(C2(C(=O)Nc3ccc(C)cc3)CCOCC2)cc1
43. Cc1nn(-c2cc(N3CCOCC3)ccc2[N+](=O)[O-])c(=O)c2ccccc12
44. CCN(C(=O)c1cc2c(=O)n3cccc(C)c3nc2s1)C1CCCCC1
45. Cc1onc(-c2ccccc2)c1C(=O)n1cccn1
46. COc1ccc(NS(=O)(=O)c2cc(NC(=O)c3ccccn3)ccc2OC)cc1Br
47. Cc1nn(Cc2ccc(Cl)cc2)c2sc(C(=O)OCC(N)=O)cc12
48. COc1cc(Nc2cc(C)nc3ncnn23)cc(OC)c1OC

assay / compound	41	42	43	44	45	46	47	48
EBI2 block	0	-1	-4	5	7	2	5	-7
CHOP UPR activ	0.0	0.9	-2.3	1.9	0.4	1.9	-3.2	-1.3
Mdm2-MdmX inh	23	-3	-22	-26	-14	14	7	45
APJ agonist	2	-3	-2	4	1	0	0	-3
APJ antagonist	-26	-2	4	7	-13	2	7	7
CXCR6 block	-10	0	3	1	-7	1	2	-12
UPR XBP1 act	-7	-2	0	10	1	0	-5	0
tim23-1 inh	5	1	4	18	0	24	11	-5
CCR6 antagonist	9	9	3	10	10	1	3	6

3 of the entries above in order of the CXCR6 block value, lowest first.
No.	Compound	EBI2 block	Mdm2-MdmX inh	APJ agonist	APJ antagonist	CXCR6 block	CCR6 antagonist
41	O=C(Nc1ccc(S(=O)(=O)NCCc2ccccc2)cc1)c1ccncc1	0	23	2	-26	-10	9
45	Cc1onc(-c2ccccc2)c1C(=O)n1cccn1	7	-14	1	-13	-7	10
44	CCN(C(=O)c1cc2c(=O)n3cccc(C)c3nc2s1)C1CCCCC1	5	-26	4	7	1	10

Other structures.
49. CC(=O)NC(=S)Nc1cc(C(=O)O)ccc1Cl
50. CN(C)Cc1cc(CN(C)C)c(O)c(CCc2ccccc2)n1
51. COc1ccc(C2=NN(C(=O)CCCC(=O)O)C(c3cn(-c4ccccc4)nc3-c3ccccc3)C2)cc1 (stereo unspecified)
52. O=C1C=C(c2ccc(Br)c3ccccc23)C[C@@H](c2ccc3c(c2)OCO3)C1
53. O=C(COc1cccc(Cl)c1)NCC(c1cccs1)N1CCOCC1 (stereo unspecified)
54. COc1ccc2c(c1OC)C(=O)N(c1cccc(C)c1)C2=O
55. CC12C=CC3(CN(Cc4ccccc4)C(=O)C3C1C(=O)NCc1ccco1)O2 (stereo unspecified)
56. CCOc1ccc(S(=O)(=O)n2c([N+](=O)[O-])cnc2C)c(C)c1C

assay / compound	49	50	51	52	53	54	55	56
EBI2 block	1	-15	-10	9	4	6	2	-13
CHOP UPR activ	-1.5	1.8	-1.1	-0.7	0.2	2.0	0.1	2.5
Mdm2-MdmX inh	1	12	-23	-13	9	2	-5	8
APJ agonist	-1	6	-1	0	-2	2	0	-3
APJ antagonist	-2	-1	2	-17	13	-17	20	1
CXCR6 block	3	2	0	6	0	0	6	-10
UPR XBP1 act	5	-1	-1	-2	0	0	-2	-5
tim23-1 inh	-1	-1	-25	19	11	-3	16	12
CCR6 antagonist	3	-6	0	-2	9	-7	3	5

An excerpt; the hit share may differ from the screen's.
